Assay outcomes: PubChem, National Center for Advancing Translational Sciences (NCATS)
Pf Dd2 inh: qHTS Primary assay for Inhibitors of Plasmodium falciparum Dd2 growth in vitro; P. falciparum Dd2 growth, SYBR Green, 72 h; 4.3% of 120,000 active; Potency, µM (doses to about 28.9 µM), for inactives: top-dose activity, negative = inhibition, actives largely listed as inhibitors; AID 1347417, 2020; active = well fitted inhibition curve with a large enough effect; inconclusive = small, poorly fitted or top-dose-only effect; inactive = no such curve, though single readings can be large or run the other way;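 note: plate controls were DMSO vehicle for no effect and reference drug for full effect; nearly all actives have a fitted effect of over 65% in size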
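Infected erythrocytes (Dd2, 0.3% parasitemia, 2.5% hematocrit final) are added to compound in RPMI-1640/Albumax II medium, grown 72 h at 37C in low oxygen, then lysed with saponin/Triton-X containing SYBR Green and read by fluorescence.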
* hit, by the source's call; i = inactive; ? = inconclusive; [ ] = remark or other dose. Potency is the fitted concentration of half-maximal effect.

A first look, 4 compounds:
SMILES | Pf Dd2 inh
CN1CCC(NC(=O)C2(C)CCc3cnc(N4CCOCC4)nc32)CC1 (stereo unspecified) | i
Cn1nc(C(=O)NCc2ccc(F)cc2)c2c1-c1ccccc1SC2 | -14%
CCCN(C(=O)c1cc2c(=O)n(CC)c3ccccc3c2s1)c1ccccc1F | -1%
CCc1nncn1C1CCN(S(=O)(=O)c2cc(F)cc(F)c2)CC1 | 5%

All compounds of this part (from the top)
SMILES | Pf Dd2 inh
CN1CCC(NC(=O)C2(C)CCc3cnc(N4CCOCC4)nc32)CC1 (stereo unspecified) | i
Cn1nc(C(=O)NCc2ccc(F)cc2)c2c1-c1ccccc1SC2 | -14%
CCCN(C(=O)c1cc2c(=O)n(CC)c3ccccc3c2s1)c1ccccc1F | -1%
CCc1nncn1C1CCN(S(=O)(=O)c2cc(F)cc(F)c2)CC1 | 5%
O=C(NC1CC(=O)N(c2ccc(F)cc2)C1)C1CCCC1 (stereo unspecified) | 2%
CC(=O)N1CCC(Cc2ccc(C(=O)N(C)C)cc2)CC1 | -11%
CCCn1ncc(CN2CC[C@H](N3CCN(C)CC3)[C@H](CCC(=O)O)C2)c1C | -9%
O=C(Nc1ccccc1)N1C[C@@H](F)[C@@H](OCc2nc3ccc(F)cc3[nH]2)C1 | ?
O=C(NC[C@H]1COCc2nc3cc(C(F)(F)F)ccc3n21)C1CC1 | i
COc1cc(SC)ccc1C(=O)N[C@H]1C[C@@](O)(C(=O)NCCC(N)=O)C[C@@H](O)[C@@H]1O | -4%
Cc1ncoc1C(=O)N1CCN(C(=O)N2CC3CC(C2)[C@H]2CCCC(=O)N2C3)CC1 (stereo partly specified) | -16%
O=S(=O)(N[C@H]1CO[C@H]2[C@@H]1OC[C@@H]2n1nnnc1Oc1ccc(-n2ccnc2)cc1)c1ccc2ccccc2c1 | -26%
C[S+](=O)([O-])N1CCC(Cn2ccc3c(N4CCOCC4)nc(-c4cccc(C(N)=O)c4)cc32)CC1 | ?
COc1ccc(CN2CCc3nn(CC4CC4)c(=O)n3CC2)c(Cl)c1OC | -22%
CNC(=O)[C@@H]1C[C@H](Oc2cccnc2)CN1S(=O)(=O)c1ccc(C#N)cc1 | 13%
CNC(=O)[C@@H](c1ccccc1)N1CCC[C@H]1C(=O)N1CCN(C(C)=O)CC1 | 8%[44.1 µM]
CCCN(CCC)CCCNC(=O)c1sc2nc3n(c(=O)c2c1C)CCC3 | -16%
O=C(c1cccc(F)c1)N1CCOC[C@H](Oc2ccc(C(F)(F)F)cc2)C1 | i
Cc1cc(C)cc(NC(=O)N2CCC(CN3CCCCCC3)CC2)c1 | ?
Cc1n[nH]c(C)c1CCNC(=O)c1ccccc1OC1CCN(Cc2ccccn2)CC1 | ?

Taken from above:
Cc1ncoc1C(=O)N1CCN(C(=O)N2CC3CC(C2)[C@H]2CCCC(=O)N2C3)CC1 (stereo partly specified) | Pf Dd2 inh = -16%
Cn1nc(C(=O)NCc2ccc(F)cc2)c2c1-c1ccccc1SC2 | Pf Dd2 inh = -14%

More compounds follow:
SMILES | Pf Dd2 inh
COc1cc(SC)ccc1C(=O)N[C@H]1CCN2C(=O)[C@@H](CC(C)C)NC(=O)[C@@H]2C1 | ?
COC1CCN(c2cc(-c3ccsc3)nc3c(C)noc23)CC1 | ?
c1cncc(-c2cnc([C@@H]3COCCN3Cc3cnc4ccccc4c3)[nH]2)c1 | -26%[44.1 µM]
Cc1cc(CNC(=O)C2CCCCn3nnnc32)c2[nH]c(-c3ccccc3)c(C)c2c1 (stereo unspecified) | ?
Cc1nn(-c2ccccc2)c2sc(C(=O)Nc3cccc(Cl)c3)cc12 | ?
CCCNC(=O)Cn1nc(-c2ccc(C)c(C)c2)c2cnc3ccc(OC)cc3c21 | ?
COc1cc(C(=O)Nc2cc3c(cc2C)n(C)c(=O)c(=O)n3C)cc(OC)c1OC | ?
Cn1cc(S(=O)(=O)N2CCCCCC2)cc1C(=O)N1CCN(c2cccc(C(F)(F)F)c2)CC1 | ?
COc1ccccc1N1CCN(c2ccc(=O)n(CC(=O)NCc3ccc(F)cc3)n2)CC1 | ?
CCN1c2cc(C(=O)Nc3ccc(OC)c(OC)c3)ccc2C(=O)N2CCCC21 (stereo unspecified) | -10%
CN1CCCCCC1C(=O)NCc1cccnc1Oc1ccccc1F (stereo unspecified) | i
O=C(NCc1ccc(F)cc1)N1CCC(n2cnnc2C2CC2)C1 (stereo unspecified) | i
Cn1ccnc1C(=O)N1CCCCCCNC(=O)[C@@H]2C[C@@H](c3nc(Cc4ccccc4)no3)C[C@@H]21 | -5%
Cn1ccnc1CN1CCN(Cc2cc3n(n2)CCNC3)CC1 | -13%
O=C(NCc1ccc(N2CCOCC2)cc1)c1cccnc1N1CC2CC(C1)[C@H]1CCCC(=O)N1C2 (stereo partly specified) | i
COc1ccc(C(=O)N2CC(=O)Nc3ccc(F)cc3C2c2ccc(F)cc2)c(OC)c1 (stereo unspecified) | -15%
COc1ccc(CNC(=O)CC(C)CC2=NS(=O)(=O)c3ccccc3N2)cc1 (stereo unspecified) | 2%
CCOCCCNC(=O)c1noc(-c2ccc[nH]c2=O)n1 | i
C[C@@H](NC(=O)c1cccn1C)c1onc(-c2ccc(F)cc2)c1C(=O)O | -4%[44.1 µM]
Cc1cc(NC(=O)c2ccc3c(c2)OCCO3)cc(-c2nc3ccccc3o2)c1O | 21%

Part of the list above, tab-delimited.
Compound	Pf Dd2 inh
COC1CCN(c2cc(-c3ccsc3)nc3c(C)noc23)CC1	?
c1cncc(-c2cnc([C@@H]3COCCN3Cc3cnc4ccccc4c3)[nH]2)c1	-26%[44.1 µM]

Returning to the listing; the 5 compounds before the break are reprinted first.
SMILES | Pf Dd2 inh
COc1ccc(C(=O)N2CC(=O)Nc3ccc(F)cc3C2c2ccc(F)cc2)c(OC)c1 (stereo unspecified) | -15%
COc1ccc(CNC(=O)CC(C)CC2=NS(=O)(=O)c3ccccc3N2)cc1 (stereo unspecified) | 2%
CCOCCCNC(=O)c1noc(-c2ccc[nH]c2=O)n1 | i
C[C@@H](NC(=O)c1cccn1C)c1onc(-c2ccc(F)cc2)c1C(=O)O | -4%[44.1 µM]
Cc1cc(NC(=O)c2ccc3c(c2)OCCO3)cc(-c2nc3ccccc3o2)c1O | 21%
Cc1ccc(Cl)cc1NC(=O)CN1C(=O)COc2ccc(S(=O)(=O)N3CCOCC3)cc21 | i
CN(C)Cc1cn([C@H]2CO[C@H]3[C@@H]2OC[C@H]3O)nn1 | 5%[44.1 µM]
CCc1cnc2c(c1SCC(=O)c1ccccc1)c(=O)n(C)c(=O)n2C | -1%
O=C(CSc1oc(-c2cccs2)nc1S(=O)(=O)c1ccccc1)Nc1ccc(F)cc1 | 3%
Cn1c(CNC(=O)C2(C)CCCCC(=O)N2)nc2ccccc21 (stereo unspecified) | -21%
CN1CCC2(C1)CN(Cc1ccccc1)c1ccc(C(=O)NCC[S+](C)(=O)[O-])cc12 (stereo unspecified) | i
COc1ccc(N2CCN(S(=O)(=O)c3csc(C(N)=O)c3)CC2)cc1 | ?
CCOc1ccc(CN2C(=O)c3ccccc3Sc3ccc(C(=O)NCCCN4CCOCC4)cc32)cc1 | i
COC1C(=O)N(c2cccc(F)c2)C12CCN(C(=O)c1cccnc1)CC2 (stereo unspecified) | -9%
O=C(Nc1cccc(F)c1)c1cnc(-c2ccc(F)cc2)nc1-c1ccncc1 | ?
O=C(c1cc(F)ccc1F)N1CCC(Cc2nc(-c3cnccn3)no2)CC1 | -11%
CC(=O)N1CC2(CCCCN2CC2CC2)Cc2ccccc21 (stereo unspecified) | ?
C[C@@H]1CN(C(=O)Cc2cc3c(cc2Cl)OCCO3)C[C@]1(C)O | 3%
CN1CCN(C(=O)C2(N(C)CCc3ccccc3)Cc3ccccc3C2)CC1 | 1µM*
COc1ccc(CC(=O)Nc2ccc3nc(Nc4ccc(OC)cc4)cc(C)c3c2)cc1 | ?
CCOCCn1c(=O)n(Cc2c(C)noc2C)c2cc(C(=O)O)cnc21 | ?
CCOC(=O)C1CCN(c2csc3ccc(C)cc3c2=O)CC1 | ?
Cc1cccc(C)c1-c1nc(C(=O)NC2CC2)n2ccccc12 | -19%
CN(c1cc(=O)c2ccnc(-c3cncnc3)c2o1)C1CCOCC1 | 5%[44.1 µM]
CSc1ncccc1C(=O)N1CCC2(CCCN(CC3CC3)C2=O)C1 (stereo unspecified) | 1%
COc1ccc(NC(=O)CSc2nc(-c3cccs3)cc(C(F)(F)F)n2)c(OC)c1 | 17%
COc1ccc(NC(=O)Cn2c(=O)cc(C)c3c(C)nn(-c4cccc(Cl)c4C)c32)cc1OC | i
CC(C)Oc1ccc(CNC(=O)CCCN2C(=O)c3cccnc3Oc3ccc(Cl)cc32)cc1 | ?
CCc1cccc(NC(=O)Cn2c(=O)c(-c3noc(CC)n3)c3n(c2=O)CCCC3)c1 | -12%
CC1=C[C@@H](CNC(=O)CC(C)(C)CC(=O)O)[C@H](C(C)C)C[C@H]1Cc1nc2ncccc2[nH]1 | i
COc1ccc(OC)c(-c2noc(N3CCN(c4cc(C)ccc4C)CC3)n2)c1 | ?
CS(=O)(=O)NC1CCN(c2nc(-c3cccnc3)nc3c2CNC3)CC1 | 4%
C#CCNC(=O)c1cc(-c2ccccc2OC)nc2c1cnn2C | ?
CN(CC1CCN(CCc2ccc(F)cc2)CC1)C1CCN(Cc2cccnc2)CC1 | 6.3µM*
CCOC(=O)c1ccc(Nc2nc3ccccc3n3c(C)nnc23)cc1 | -24%
COc1ccc(CC(=O)N2CCC[C@H]2c2nc(-c3ccccc3Cl)no2)cc1OC | i
COCCN1CCNc2nc(COc3ccccc3OC(F)(F)F)n(Cc3ccccc3)c2C1=O | i
NC(=O)c1c(NC(=O)c2cc(-c3ccc(F)cc3)on2)sc2c1CCCC2 | 6%
O=C(Cc1ccccc1)N1CCCC2(CC(c3cccnc3)=NO2)C1 (stereo unspecified) | 3%
CCC1(C)Cc2c(sc3nc(SC)n(-c4ccc(C)cc4)c(=O)c23)CO1 (stereo unspecified) | 5%
Cc1cccc(CNC(=O)CN2C(=O)CCn3nc(-c4cn(C)c5ccccc45)cc32)c1 | i
COc1ccc(NC(=O)Cn2c(CCC(=O)O)ccc2-c2ccccc2)cc1Cl | -23%
Cc1noc(C)c1-c1cnc2[nH]cc(CC(=O)NCc3cccnc3)c2c1 | -11%[44.1 µM]
Cc1cccc(C(=O)N2CCC3(CC2)c2[nH]c4ccccc4c2CCN3C)c1 | ?
O=C(O)CC1c2ccccc2CCN1C(=O)Nc1cc(Cl)ccc1Cl (stereo unspecified) | -2%
CC1CN2CCCC2CN1 (stereo unspecified) | 10%[76.6 µM]
CNC(=O)c1cnc2c(c1)N(Cc1ccccc1)CCC2 | 2%[44.1 µM]
O=C(COc1ccccc1)NC1CCCc2c1[nH]c1ccccc21 (stereo unspecified) | i
COCCN(CC1CCCN(C2Cc3ccccc3C2)C1)C(=O)c1cc(C)nn1C (stereo unspecified) | ?
Cc1cc2nc3n(c(=O)c2n1CC(=O)NCc1ccc(F)cc1)CCCCC3 | i
COc1cccc(NC(=O)C2CCCN(Cc3ccncc3)CCC(=O)NCC2)c1 (stereo unspecified) | ?
O=C(NCC1CC1)c1cccc(OC2CN(Cc3cc(F)c(F)c(F)c3)C2)c1 | ?
Cc1ccc(S(=O)(=O)c2nnn3c2nc(NCc2ccccc2)c2sccc23)cc1 | i
COCC1CN(C)CC12CCN(C(=O)Cc1cccc(Cl)c1)CC2 (stereo unspecified) | i
COc1cccc(CN2CCC3(CC2)COc2ccccc2NC3=O)c1 | ?
COc1ccc(-c2cnnn2-c2ccc(NC(=O)c3ccc(S(=O)(=O)N(C)C)cc3)cc2)cc1 | i
Cc1ccc2c(c1)N(C(=O)N1CCC(C(=O)NCc3cccs3)CC1)CC(C)O2 (stereo unspecified) | 105%[activator][5.79 µM]
CCOc1ccc(C2Cn3nnc(-c4nc(-c5ccc(OC)c(F)c5)no4)c3CO2)cc1 (stereo unspecified) | i
Cc1ccn2c(=O)c(C(=O)Nc3ccc(F)c(C(F)(F)F)c3)cnc2c1 | i
Cc1ccc(C2=NC3(CCN(C(=O)c4ccc(C#N)cc4)CC3)ON2)cc1 | 4.5µM*
O=C(NCC1CC1)c1cc2n(n1)CC(c1ccc(Cl)cc1)OC2 (stereo unspecified) | -5%
COc1ccc(OC)c(CN2CCC3(CC2)OC(=O)N(Cc2ccc(O)cc2)C3(C)c2ccccc2)c1 (stereo unspecified) | ?
CNC(=O)c1noc(CN2CCN(C)C3(CCNC(=O)CC3)C2)n1 (stereo unspecified) | -14%
CCOc1cc(CNC(=O)c2cc(-c3ccc(Cl)s3)nc3ccccc23)ccc1OC | 40%[activator][0.594 µM]
COCCOc1ccc(-c2noc([C@@H]3CCCN3Cc3c[nH]c4ccccc34)n2)cn1 | i
(continued)
SMILES | Pf Dd2 inh
Cc1oc(-c2ccccc2)nc1CC(=O)NCc1cc2n(n1)CCNC2 | -4%
Cc1ccc(C)c(C(=O)N2CCCC(n3cc(-c4nc(C)no4)nn3)C2)c1 (stereo unspecified) | i
O=C(Nc1ccc2c(N3CCCC3)ncnc2c1)C1CCCO1 (stereo unspecified) | ?
Cc1nc(-c2ccc(F)cc2)n(Cc2ccc(F)cc2)c(=O)c1CCO | -12%
C1CCC(c2noc(COCC3CC3)n2)NC1 (stereo unspecified) | -4%
COCc1cn(C[C@H]2C[C@@H]3CCN2C[C@@H]3C(=O)NCc2ccccc2OC)nn1 | -14%[44.1 µM]
CCOc1ccc(CC(=O)NC2CCc3n[nH]c(=O)n3CC2)cc1OCC (stereo unspecified) | 21%

Some of the compounds tested; rates above refer to the full screens.
